# Redox H2O2 prof: compounds producing H2O2 with reducing agent – biochemical, NIH compound library profiling, artefact control for MLSCN library redox annotation, primary screen; DTT-dependent redox cycling H2O2, phenol red/HRP absorbance; 100% = 100 µM peroxide control, 0% = buffer; activation, % at 10 µM; actives 0.03% (n = 200,000);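 active means activation of at least 50% relative to the plate's high and low controls in the primary single-dose screen; inactive means activation below 50%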;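 further: compound incubated with DTT at 0.8 mM final as the reducing agent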
# HMGR II inh: E. faecalis class II HMG-CoA reductase inhibition; purified E. faecalis HMGR, NADPH absorbance 340 nm kinetic; actives 0.41% (n = 190,000); AID 1066; inhibition, % at 10 µM;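 active means inhibition above a set limit, the median over all tested compounds plus 3 SD, cut at about 9.5% in these data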;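 further: enzyme runs in reverse so mevalonate oxidation gives rising NADPH absorbance; 0% = complete reaction with DMSO and 100% = background rate lacking mevalonate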
# S1P3 antagonist: S1P3 (human) receptor antagonism. Q99500. CHO S1P3 NFAT-BLA reporter, FRET fluorescence, antagonist mode. inhibition, % at 4.98 µM. actives 0.27% (n = 170,000);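 active means inhibition above the plate cutoff, the mean inhibition of test wells on that plate plus 3 SD, cut at about 28% in these data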;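 further: cells challenged with S1P at its EC80 of 0.8 µM; blue over green emission ratio from cleaved BLA substrate after 4 h stimulation; 0% = S1P-stimulated wells and 100% = unstimulated DMSO-only wells; some compounds past the cut are filed as inactive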
# Target sequence (Q99500 whole entry, looked up): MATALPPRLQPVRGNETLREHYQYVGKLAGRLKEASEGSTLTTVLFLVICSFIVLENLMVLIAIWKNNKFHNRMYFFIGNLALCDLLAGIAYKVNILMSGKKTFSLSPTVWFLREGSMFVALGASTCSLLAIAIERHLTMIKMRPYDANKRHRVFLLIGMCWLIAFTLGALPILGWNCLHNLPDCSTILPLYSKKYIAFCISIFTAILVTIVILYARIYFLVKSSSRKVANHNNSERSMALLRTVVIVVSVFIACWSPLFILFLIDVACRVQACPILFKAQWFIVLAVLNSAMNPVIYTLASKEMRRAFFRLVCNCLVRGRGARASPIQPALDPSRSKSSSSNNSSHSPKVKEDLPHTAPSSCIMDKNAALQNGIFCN
# PMI act: phosphomannose isomerase (human) activation; purified human PMI, coupled resazurin fluorescence, 20 min; active compounds read high; 1 = vehicle control, 0 substrate-free wells; activation factor at 20 µM; actives 0.005% (n = 190,000); AID 1214;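 active means activation factor of 2 or more at 20 µM, relative to plate controls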
# Target sequence (P34949 whole entry, looked up): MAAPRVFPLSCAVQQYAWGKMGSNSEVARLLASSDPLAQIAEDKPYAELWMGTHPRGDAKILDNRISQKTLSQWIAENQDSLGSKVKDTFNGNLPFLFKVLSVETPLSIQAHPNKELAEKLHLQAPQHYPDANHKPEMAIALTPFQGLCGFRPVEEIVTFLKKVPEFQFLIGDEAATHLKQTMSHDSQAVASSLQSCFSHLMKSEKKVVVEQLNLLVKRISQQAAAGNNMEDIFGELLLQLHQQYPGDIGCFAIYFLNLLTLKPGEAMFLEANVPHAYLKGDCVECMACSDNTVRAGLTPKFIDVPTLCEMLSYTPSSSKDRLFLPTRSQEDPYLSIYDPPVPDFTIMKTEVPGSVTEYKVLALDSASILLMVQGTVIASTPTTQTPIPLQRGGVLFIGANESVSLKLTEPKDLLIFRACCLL
# L major viab: inhibitors of Leishmania major promastigote growth. AID 1063. inhibition, % at 10 µM. actives 9% (n = 200,000). Leishmania major promastigotes, resazurin fluorescence viability; in the data active means inhibition above about 50%;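 further: promastigotes grown with compound for 44 hours at 28 °C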
# TNAP inh hiacc: blocks human TNAP under high phosphate acceptor concentration | AID 1135 | purified TNAP, CDP-star luminescence, 1 M DEA | actives 0.03% (n = 200,000) | inhibition, % at 20 µM | P05186;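 active means over 50% inhibition of tissue-nonspecific alkaline phosphatase at 20 µM in the single-dose screen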;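 further: plate controls were DMSO wells for no effect and EDTA-quenched wells as full inhibition for full effect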
# TNAP inh no acc: inhibitors of human TNAP without phosphate acceptor; inhibition, % at 20 µM; P05186; purified TNAP, CDP-star luminescence, 30 min; actives 0.26% (n = 200,000);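 active means tissue-nonspecific alkaline phosphatase inhibition above about 50% at 20 µM in the single-dose screen, limit read from the data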;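 further: 0% = DMSO negative control and 100% = EDTA positive control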
# Hsp70 act: transcriptional activators of Hsp70 | HeLa Hsp70 promoter luciferase reporter, luminescence; scaled: vehicle 0, proteasome-inhibitor control 100% | activation, % at 10 µM | actives 0.04% (n = 200,000) | AID 1203;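 active means activation above the mean across all tested compounds plus 3 SD, cutoff set per campaign, cut at about 5.5% in these data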;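 further: 100% = MG132 at 30 µM as the positive control and 0% = DMSO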
# PMI act hi M6P: increases human PMI activity with near-saturating mannose 6-phosphate; P34949; coupled PMI enzyme assay, resazurin fluorescence, 20 min; active compounds read high; 1 = untreated enzyme, 0 = substrate-free blank; activation factor at 20 µM; actives 0.34% (n = 190,000);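 active means activation factor of 2 or more at 20 µM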
#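 Test system: human phosphomannose isomerase with PGI, G6PDH, diaphorase coupling enzymes; Amount: PMI at 15 ng/mL final; Reagent: Mannose-6-phosphate 1.0 mM (near-saturating) plus 0.22 mM NADP+; Timing: 20 min, room temperature; Technique: resorufin fluorescence at Ex 544/Em 590 nm; Dosing: 20 µM single dose.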
# RAM network inh: inhibitors of the yeast RAM network. S. cerevisiae dse1pr::URA3 reporter, 5-FOA growth OD615, 2 d; analog-sensitive cbk1-as2 kinase mutant strain. inhibition, % at 50 µM. AID 868. actives 1.8% (n = 190,000);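 active means inhibition above a set limit, 3 SD over mean compound inhibition, cut at about 8.4% in these data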;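 further: 0% = DMSO-only wells with no growth and 100% = 10 µM 1-NA-PP1 full growth; inhibition rescues growth on 5-FOA so higher OD means more RAM inhibition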
# Active calls of the source: *; x = not tested or not shown.
1: C=C(C)CSc1nnc([C@@H]2CCCN2C(=O)OC(C)(C)C)o1
2: Cc1occc1C(=O)N1CCN(C(c2ccccc2)c2ccccc2)CC1
3: O=C(CNS(=O)(=O)c1ccc(F)cc1)N1CCN(c2ccccc2)CC1
4: O=C(CN1C(=O)C2C3C=CC(C3)C2C1=O)Nc1cccc(S(=O)(=O)N2CCCC2)c1 (centres undefined)
5: COc1ccccc1N1CCN(C(=O)c2cc(C3CC3)on2)CC1
6: NC(=O)c1ccc(NC(=O)c2ccc3c(c2)OCO3)cc1
7: O=C(CNC(=O)c1cccs1)OCC(=O)c1ccc([N+](=O)[O-])cc1
8: CCc1ccc2c(c1)/C(=N/OC)C(=O)N2
9: O=C(CN(C1CCCCC1)S(=O)(=O)c1ccc(Br)cc1)NCc1ccncc1
10: O=C(NC1CCCCCC1)c1cccc(N2CCCC2=O)c1

Compound	1	2	3	4	5	6	7	8	9	10
Redox H2O2 prof	1.4	1.7	-0.1	0.1	0.1	0.3	-1.5	-0.2	-0.4	2.2
HMGR II inh	-5.1	-0.4	-0.1	-3.6	-2.7	-2.5	-4.9	-1.9	-3.1	0.6
S1P3 antagonist	9.6	12.6	-5.1	-6.3	-15.6	x	3.6	-7.9	-0.3	16.2
PMI act	1	1	0.9	1.1	0.9	1	1.1	0.9	0.9	1
L major viab	-3.1	36.6	-4.1	-0.9	-7.2	-3.0	-9.2	-0.5	29.4	-2.4
TNAP inh hiacc	-2.2	6.0	-7.6	-2.4	5.3	0.8	-2.3	-2.3	-2.3	-3.5
TNAP inh no acc	-12.7	3.9	-9.3	-8.1	-11.4	-8.8	-1.8	-4.2	-9.9	-9.4
Hsp70 act	-0.4	-0.1	-0.3	-0.5	0.1	0.0	0.1	0.2	-0.3	-0.2
PMI act hi M6P	1	1.1	1	1	0.9	1	1.1	1	0.9	1
RAM network inh	-0.2	2.9	-0.9	3.5	0.8	1.2	-1.5	0.3	-0.3	2.2

11: O=C(CC1NCCNC1=O)Nc1ccccc1 (centres undefined)
12: COc1ccc(/C(N)=C/C(=O)C(C)(C)C)cc1
13: CC(=O)N(Cc1ccccc1)c1ncc2c(n1)c(=O)c(C#N)c1ccccn12
14: CC(=C1C(=O)c2ccccc2C1=O)N1CCN(Cc2ccccc2)CC1
15: O=C(/C=C/c1ccc(F)cc1)N1CCCc2ccccc21
16: O=C1/C(=C/c2cccs2)Sc2ccccc21
17: O=C(COC(=O)C1=COCCO1)Nc1ccccc1Oc1ccccc1
18: CCOc1cc(/C=C(\C#N)C(=O)NCC2CCCO2)ccc1O (centres undefined)
19: COc1ccc(C2C(C#N)=C(N)Nc3nc4ccccc4n32)cc1 (centres undefined)
20: CCc1ccccc1N(CC)C(=O)CCc1nc(-c2ccc(C)cc2)no1

Compound	11	12	13	14	15	16	17	18	19	20
Redox H2O2 prof	0.9	2.4	2.9	4.6	0.3	0.5	1.0	0.3	0.6	0.3
HMGR II inh	-2.8	-2.1	-2.5	x	-4.5	10.5*	0.4	-7.6	-7.1	-8.1
S1P3 antagonist	-28.5	6.6	-3.9	1.5	-15.0	-4.6	x	-1.6	4.3	9.4
PMI act	1	1	1.1	0.9	1.1	0.9	1	1	1	1
L major viab	-5.2	-4.7	4.0	-3.3	9.2	-5.5	-5.5	64.1*	64.7*	20.3
TNAP inh hiacc	-5.2	-5.0	0.5	-0.1	0.1	9.0	-7.7	22.6	0.3	-7.3
TNAP inh no acc	-11.5	7.6	-5.3	-7.3	-1.6	10.0	-2.7	8.8	-14.3	0.3
Hsp70 act	-0.3	0.2	-0.1	-0.3	0.2	-0.3	-0.2	-0.5	-0.4	0.5
PMI act hi M6P	1.1	0.9	1.2	1	1	0.9	1	1	1	1
RAM network inh	2.1	0.8	0.7	-1.3	-1.3	3.4	1.0	1.4	2.7	2.0

# Nothing new here: seven of the compounds above.
11: O=C(CC1NCCNC1=O)Nc1ccccc1 (centres undefined)
12: COc1ccc(/C(N)=C/C(=O)C(C)(C)C)cc1
13: CC(=O)N(Cc1ccccc1)c1ncc2c(n1)c(=O)c(C#N)c1ccccn12
14: CC(=C1C(=O)c2ccccc2C1=O)N1CCN(Cc2ccccc2)CC1
15: O=C(/C=C/c1ccc(F)cc1)N1CCCc2ccccc21
16: O=C1/C(=C/c2cccs2)Sc2ccccc21
17: O=C(COC(=O)C1=COCCO1)Nc1ccccc1Oc1ccccc1

Compound	11	12	13	14	15	16	17
Redox H2O2 prof	0.9	2.4	2.9	4.6	0.3	0.5	1.0
HMGR II inh	-2.8	-2.1	-2.5	x	-4.5	10.5*	0.4
S1P3 antagonist	-28.5	6.6	-3.9	1.5	-15.0	-4.6	x
PMI act	1	1	1.1	0.9	1.1	0.9	1
L major viab	-5.2	-4.7	4.0	-3.3	9.2	-5.5	-5.5
TNAP inh hiacc	-5.2	-5.0	0.5	-0.1	0.1	9.0	-7.7
TNAP inh no acc	-11.5	7.6	-5.3	-7.3	-1.6	10.0	-2.7
Hsp70 act	-0.3	0.2	-0.1	-0.3	0.2	-0.3	-0.2
PMI act hi M6P	1.1	0.9	1.2	1	1	0.9	1
RAM network inh	2.1	0.8	0.7	-1.3	-1.3	3.4	1.0

# More structures follow:
21: Cc1nn(C)cc1/C=N/NC(=S)Nc1ccccc1
22: Cn1c(C(=O)N2CCN(C(=O)c3ccco3)CC2)cc2c(=O)n(C)c3ccccc3c21
23: COc1ccc(N2C(=O)CSC23C(=O)Nc2ccccc23)cc1 (centres undefined)
24: COc1ccc(C2CCCN2C(=O)Nc2ccc(F)cc2)cc1OC (centres undefined)
25: Cc1ccc(C(=O)Nc2nc(-c3cccnc3)cs2)o1
26: C/C(=N\Nc1ncc(Cl)cc1Cl)c1ccc(C#N)cc1
27: CCOc1ccc(Nc2ncnc3c2cnn3-c2ccccc2)cc1
28: COc1cccc(CN2CCN(c3ncccn3)CC2)c1
29: Nc1c(C(=O)NCCN2CCOCC2)c2nc3ccccc3nc2n1-c1ccc2c(c1)OCO2
30: Cc1cc(C)cc(OCC(=O)Nc2cccc(-c3nnc(-c4ccco4)o3)c2)c1

Compound	21	22	23	24	25	26	27	28	29	30
Redox H2O2 prof	-7.2	-0.8	-0.5	0.8	1.4	9.7	-0.1	-0.4	0.3	2.1
HMGR II inh	-3.7	-9.4	-1.4	-2.6	1.6	-1.2	3.8	-0.6	-5.0	-9.0
S1P3 antagonist	x	-15.8	x	-18.5	x	8.5	4.9	-20.8	3.0	-9.3
PMI act	0.9	1.1	1	1	1.1	1	1	0.9	0.8	0.9
L major viab	3.4	3.3	1.3	-7.0	-1.5	-7.0	-8.1	1.1	21.6	8.3
TNAP inh hiacc	-2.5	-8.7	-3.8	-4.0	-4.5	-6.6	-1.9	-5.7	3.6	1.8
TNAP inh no acc	-2.7	27.5	-9.5	-9.8	-0.6	-24.6	-9.3	-21.4	-3.4	-23.5
Hsp70 act	0.4	-0.3	-0.3	-0.2	-0.3	-0.3	0.0	0.0	-0.2	-0.3
PMI act hi M6P	0.9	1.1	1	1	1	0.9	1	1	0.9	0.8
RAM network inh	0.5	0.5	2.1	0.9	0.3	0.7	1.7	1.4	2.0	5.1

31: CC1CCC(C(C)C)C(OCC(O)C[N+]2(C)CCCCC2)C1 (centres undefined)
32: COc1ccc(Cc2nnc(SCC(=O)NC(C)c3ccccc3)o2)cc1 (centres undefined)
33: COc1ccccc1-c1nc(-c2ccccn2)no1
34: O=C(O)Cc1ccc(C(=O)c2cccs2)s1
35: N#CCSc1nc(Nc2ccc3c(c2)OCO3)c2ccccc2n1
36: CC(=O)Nc1ccc(/C(C)=N/Nc2nc(Nc3ccccc3)nc(N3CCOCC3)n2)cc1
37: Cc1nc(NC(=O)C2CC2)sc1C(=O)N1CCCCC1
38: C/C(=N/NC(=O)c1cccnc1)C1=C(O)CC(C)(C)CC1=O
39: c1ccc(-c2ccccc2OCCCCN2CCCCCC2)cc1
40: CCN(CC(=O)Nc1sc2c(c1C#N)CCC(C)C2)Cc1nc2ccccc2c(=O)[nH]1 (centres undefined)

Compound	31	32	33	34	35	36	37	38	39	40
Redox H2O2 prof	-0.3	2.3	-0.7	2.0	0.0	-0.2	-0.8	-1.0	-0.6	-0.6
HMGR II inh	-0.6	-14.1	3.0	-4.3	-0.3	-1.3	-3.0	-2.2	-5.9	-5.0
S1P3 antagonist	5.9	-63.3	-26.4	-48.4	x	2.1	13.5	7.6	-9.5	-17.7
PMI act	0.8	0.9	1	1.1	0.9	0.8	0.8	1.2	0.9	0.9
L major viab	-4.6	-5.4	4.0	-5.0	13.6	-2.6	-2.6	1.2	99.1*	22.8
TNAP inh hiacc	-2.7	-8.3	-2.2	-4.4	-5.8	-2.7	-9.9	-3.4	-3.3	-4.0
TNAP inh no acc	-7.1	-11.5	-8.6	-8.9	-13.2	-5.0	-11.4	-0.5	-7.5	-62.0
Hsp70 act	-0.2	0.0	-0.2	-0.1	-0.2	0.1	-0.8	-0.1	0.4	-0.2
PMI act hi M6P	0.8	0.9	1	1.1	0.9	0.9	0.9	1.2	0.8	0.9
RAM network inh	2.1	1.0	0.3	-0.1	2.3	0.4	-0.1	0.8	0.1	3.9

41: CS(=O)(=O)NCc1ccc(C(=O)O)cc1
42: O=C(CN1C(=O)c2ccccc2S1(=O)=O)Nc1ccccc1C(=O)NCc1ccco1
43: C[N+]1(CC(=O)Nc2ccccc2Cl)CCN(C(=O)c2cccs2)CC1
44: O=C(Cc1ccccc1)Nc1cccc(C(=O)O)c1O
45: Cc1ccc(N(Cc2cc3cc(C)ccc3[nH]c2=O)C(=O)c2cccs2)cc1

Compound	41	42	43	44	45
Redox H2O2 prof	-1.3	0.7	0.2	0.6	0.6
HMGR II inh	-7.0	-4.5	-1.9	1.7	-5.2
S1P3 antagonist	-8.8	-2.9	x	-15.2	-1.2
PMI act	1.2	1	0.9	1.1	0.9
L major viab	0.2	-3.1	-3.4	0.2	5.0
TNAP inh hiacc	0.0	0.8	-0.8	-2.3	-2.6
TNAP inh no acc	-12.8	-5.5	-6.9	-8.7	-3.1
Hsp70 act	0.2	-0.2	-0.1	-0.3	-0.3
PMI act hi M6P	1.1	1	0.8	1	1
RAM network inh	2.9	4.8	-0.5	1.1	7.4

# Screening results from PubChem BioAssay.
